PfGluPho inh: PfG6PD (Plasmodium falciparum) enzyme inhibition; PfGluPho enzyme, NADPH resazurin-diaphorase fluorescence; inhibition, % at 20 µM; 0.78% of 350,000 active; AID 504690;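 active means inhibition reaching at least a set limit at 20 µM in the primary screen, cut at about 59% in these data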;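 further: 0% = DMSO wells with substrate and 100% = DMSO wells lacking glucose-6-phosphate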
SENP1 inh: SENP1 (human) catalytic domain inhibition. Q9P0U3. recombinant SENP1 catalytic domain, CyPet-SUMO1-YPet FRET cleavage. inhibition, % at 10 µM. 0.21% of 360,000 active;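 active means inhibition at least 30% at 10 µM, raw YFP signal under a set limit, fluorescence ratio 0.5 to 1.5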;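 further: 0% = enzyme with DMSO and 100% = no enzyme wells; some results filed as inactive read as strong as hits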
Target sequence (Q9P0U3 419-644 limits assumed): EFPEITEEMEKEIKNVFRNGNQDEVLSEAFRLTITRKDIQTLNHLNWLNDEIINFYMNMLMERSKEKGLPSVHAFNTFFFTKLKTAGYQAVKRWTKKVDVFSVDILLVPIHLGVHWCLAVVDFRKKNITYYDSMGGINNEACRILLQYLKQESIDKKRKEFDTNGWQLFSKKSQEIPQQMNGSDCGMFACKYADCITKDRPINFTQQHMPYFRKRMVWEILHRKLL
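Assay system: hSENP1 catalytic domain, recombinant. Amount: SENP1 enzyme, 20 pM final. Schedule: 50 min reaction, RT, dark. Technique: FRET, CFP and YFP emission. Control set: no-enzyme wells low, DMSO-plus-enzyme wells high control.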
SENP7 block: blocks the human protease SENP7. Q9BQF6. recombinant SENP7, Z-RLRGG-aminoluciferin luminescence, 40 min. inhibition, % at 5 µM. 1.5% of 330,000 active. AID 434973;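 active means inhibition above about 50% at the single test dose, limit read from the data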;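 further: plate controls were DMSO with enzyme for no effect and no enzyme buffer wells for full effect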
SENP8 block-1: SENP8 protease inhibition. AID 2540. 1.2% of 330,000 active. inhibition, % at 10 µM. purified SENP8, Z-RLRGG-aminoluciferin cleavage, luminescence; in the data active means inhibition above about 50%
Target sequence (Q96LD8 whole entry, looked up): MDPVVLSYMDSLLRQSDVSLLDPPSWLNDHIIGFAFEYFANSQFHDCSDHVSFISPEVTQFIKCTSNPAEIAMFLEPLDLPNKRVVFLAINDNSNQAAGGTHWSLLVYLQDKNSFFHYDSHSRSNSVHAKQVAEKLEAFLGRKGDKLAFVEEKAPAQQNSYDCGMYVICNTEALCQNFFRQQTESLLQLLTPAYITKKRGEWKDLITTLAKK
SENP8 block-2: blocks human SENP8 cleavage of Nedd8 substrate | Q96LD8 | recombinant SENP8, Nedd8 substrate fluorescence | inhibition, % at 20 µM | 0.64% of 360,000 active | AID 602440; in the data active means inhibition mostly above about 40%, no sharp cut-off; inactive means mostly below about 27%
HKDC1 inh: blocks human hexokinase HKDC1 activity; recombinant HKDC1, G6PDH/diaphorase resazurin coupled fluorescence; 0.16% of 340,000 active; Q2TB90; inhibition, % at 20 µM;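 active means inhibition above about 35% when tested at 20 µM, limit read from the data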;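 further: plate controls were DMSO wells with enzyme for no effect and DMSO wells lacking enzyme for full effect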
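Test system: recombinant HKDC1 (HK5) hexokinase enzyme, produced in-house / Doses: 20 µM test compound, 1% DMSO / Timing: 90 min, room temperature / Detection: G6PDH/diaphorase-coupled fluorescence, 1 mM NADP, 100 µM resazurin, 525/613 nm / Control set: DMSO wells with and without enzyme mix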
SENP6 inh: inhibitors of human SENP6 protease | 1.8% of 330,000 active | inhibition, % at 10 µM | Recombinant SENP6 catalytic domain, aminoluciferin luminescence;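 active means inhibition above about 50% at the single tested dose, limit read from the data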;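 further: plate controls were DMSO wells with enzyme for no effect and DMSO wells lacking enzyme for full effect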
Target sequence (Q9GZR1 628-1112 limits assumed): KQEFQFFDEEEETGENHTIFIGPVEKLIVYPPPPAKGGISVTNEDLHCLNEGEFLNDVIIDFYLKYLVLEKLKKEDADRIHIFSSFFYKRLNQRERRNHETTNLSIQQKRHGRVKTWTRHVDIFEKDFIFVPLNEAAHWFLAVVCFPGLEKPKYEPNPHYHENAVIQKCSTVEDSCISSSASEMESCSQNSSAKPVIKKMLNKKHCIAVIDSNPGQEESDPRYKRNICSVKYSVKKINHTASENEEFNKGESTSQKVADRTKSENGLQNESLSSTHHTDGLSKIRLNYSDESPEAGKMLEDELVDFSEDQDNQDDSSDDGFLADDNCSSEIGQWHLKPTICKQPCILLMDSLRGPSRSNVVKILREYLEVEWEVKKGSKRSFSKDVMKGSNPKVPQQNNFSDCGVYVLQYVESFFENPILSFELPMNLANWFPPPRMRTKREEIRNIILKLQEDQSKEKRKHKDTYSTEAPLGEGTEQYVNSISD
UBC13 polyUb: human UBC13 polyubiquitination inhibition. P61088. UBC13 polyubiquitin chain formation, TR-FRET. AID 485273. inhibition, % at 20 µM. 0.47% of 330,000 active; in the data active means inhibition above about 45%, passing the limit was not always enough
Target sequence (P61088 whole entry, looked up): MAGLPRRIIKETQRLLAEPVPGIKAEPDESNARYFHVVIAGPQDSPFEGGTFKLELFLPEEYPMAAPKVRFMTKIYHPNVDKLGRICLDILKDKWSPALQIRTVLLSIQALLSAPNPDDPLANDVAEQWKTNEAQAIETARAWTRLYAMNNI
beta cell repl: induces beta-cell replication in MIN6 cells; proliferation, % at 10 µM; 0.29% of 330,000 active; MIN6 cells proliferation, ATPlite luminescence, 48 h; cells starved in 0.2% serum; 100% = growth in 10% serum;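 active means compounds whose signal lies at least 3.5 SD above the mean of all wells on their plate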;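 further: 0% = DMSO-treated cells in low-serum medium and 100% = 10% serum control; some compounds called inactive have numbers as strong as hits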
* = called active by the depositor; . = no result given.

Results follow in this order: HKDC1 inh	SENP8 block-2	SENP6 inh	beta cell repl	SENP1 inh	SENP8 block-1	PfGluPho inh	UBC13 polyUb	SENP7 block
CN(CCCCCCCCCCN(C)C(=O)Oc1cccc([N+](C)(C)C)c1)C(=O)Oc1cccc([N+](C)(C)C)c1
    -8	15	1	-6	0	-7	-8	15	3
O=C(C(=O)N1CCCc2ccccc21)c1c[nH]c2ccccc12
    -5	-2	-30	2	0	1	21	5	1
CCOc1ccc2nc(NC(=O)CN3C(=O)C4CCCCC4C3=O)sc2c1 (stereo not drawn)
    -2	-17	-2	-3	-1	15	2	1	-4
CCCCCCC(=O)N/N=C/c1ccco1
    3	14	6	0	-2	-8	-16	-1	-7
O=C(Nc1ccc(-c2nc3ncccc3o2)cc1)c1ccco1
    2	-348	-19	2	-15	-6	-10	-10	9
COc1c(N2CCNC(C)C2)c(F)cc2c(=O)c(C(=O)O)cn(C3CC3)c12 (stereo not drawn)
    .	.	-4	-3	.	-1	.	4	-4
CCOc1ccc(CN(CCO)CCO)cc1[N+](=O)[O-]
    3	18	3	1	1	-7	-1	5	5
N#C/C(=C/c1ccc(O)cc1)C(=O)NCc1ccc(Cl)cc1
    -4	-26	-12	-1	-186	-1	-38	4	-1
Cc1ccc(NC(=O)CN(C)C(=O)c2cccc(S(=O)(=O)N3CCc4ccccc43)c2)cc1
    -2	0	-7	-6	-1	-2	12	1	1
O=C(CS(=O)(=O)c1cccc(C(F)(F)F)c1)Nc1ccccc1Cl
    0	3	-7	-2	-1	-15	24	-3	0
CCOc1ccc(N2CC(C(=O)Nc3cc(Cl)ccc3-n3cncn3)CC2=O)cc1 (stereo not drawn)
    -5	8	-6	-4	-1	-10	1	-1	12
CCN1CCN(C(=O)C2CC(=O)N(c3ccc(Cl)cc3)C2)CC1 (stereo not drawn)
    -6	10	-13	0	2	1	3	4	3
COc1ccc(CCNc2ccc(C(CC(N)=O)NC(=O)Cc3ccc(Br)cc3)cc2[N+](=O)[O-])cc1 (stereo not drawn)
    -4	19	0	-2	18	-15	-8	-48	-11
COC(=O)/C(C#N)=C/c1c(Oc2cc(C)cc(C)c2)nc2ccccn2c1=O
    -6	-153	-11	-2	-51	1	6	4	-2
Cc1ccccc1S(=O)Cc1ccc(C(=O)NCCCN2CCCCC2)o1 (stereo not drawn)
    -2	8	7	-2	0	5	2	4	-2
COc1ccc(N(CC(=O)NCC2CCCO2)C(=O)CCC(=O)Nc2nccs2)cc1 (stereo not drawn)
    1	10	12	-1	2	2	-14	3	-3
COc1ccc(NC(=O)CCC(=O)c2cccs2)cc1S(=O)(=O)Nc1ccccc1Cl
    -3	7	5	-1	-8	-3	-8	-15	-4
O=S(=O)(Cc1ccccc1Cl)N1CCN(Cc2ccc3c(c2)OCO3)CC1
    -1	9	-9	1	0	10	5	2	0
N#Cc1ccc(COC(=O)CN2C(=O)NC3(CCCC3)C2=O)cc1
    -5	2	-13	-1	-1	-9	5	-8	10
Cc1ccc(NC(=O)CCC(=O)NNC(=O)CCc2ccccc2)c(C)c1
    -5	19	4	-3	2	-3	8	-10	8
CN1CCN(C(=O)CCN2C(=O)/C(=C\c3ccc(F)cc3)SC2=S)CC1
    -4	17	14	-5	9	-3	14	-11	4
O=C(NCc1ccccc1)C1=C[C@H](C2CCCCC2)C[C@H](OCCCCO)O1
    3	18	-1	-3	-2	-2	9	-4	-7
CC(=O)Nc1ccc(-c2csc(Nc3ncccn3)n2)cc1
    -1	8	1	-3	0	-8	13	15	18
O=C(O)c1cccc(S(=O)(=O)Nc2cccc(S(=O)(=O)N3CCCCCC3)c2)c1
    7	10	-5	-3	1	0	-29	0	-9
CC(C)C[C@H](NC(=O)c1[nH]cnc1C(=O)N[C@@H](Cc1ccccc1)C(=O)OC(C)(C)C)C(=O)OCc1ccccc1
    4	25	5	-9	2	-7	15	-35	-12
O=C(COC(=O)c1ccc([N+](=O)[O-])o1)Nc1cccc2ccccc12
    -1	24	18	-3	3	19	13	-6	14
CCOC(=O)c1ccc(NC(=O)c2ccco2)cc1
    -6	12	-8	-3	-2	-1	9	-3	-1
CN1CC(=O)Nc2ccccc2C1=O
    2	23	11	2	1	4	-1	-3	2
Cc1ccc(NC(=S)NCCC(c2ccccc2)c2ccccc2)c(C)c1
    -4	15	-12	0	0	-3	6	3	4
COc1ccc(OC)c(C(C)NC(=O)C23CC4CC(CC(C4)C2)C3)c1 (stereo not drawn)
    -4	34	4	2	1	-2	-20	8	-7
CC(=O)Nc1ccc(/C=N\NC(=O)CNS(=O)(=O)c2ccc([N+](=O)[O-])cc2)cc1
    -1	15	-3	-2	2	-2	16	-2	11
C=CCNC(=S)N/N=C/c1ccc(N(CC)Cc2ccccc2)cc1
    -3	-447	5	-3	-15	-3	-10	2	5
COc1ccc(C2C(C#N)=C(N)Oc3c2sc2nc(C)cc(C)c32)cc1 (stereo not drawn)
    5	-406	10	-5	-1	0	25	16	4
CN(C)CCCN(Cc1ccccc1)C(=S)Nc1ccc(OC(F)F)cc1
    -11	13	-28	0	2	-15	9	-1	0
CC(C)NC(=O)C(=O)Nc1ccc2c(c1)N(S(=O)(=O)c1cccs1)CCC2
    2	14	9	-1	2	-3	28	-8	7
CCN1C(=O)/C(=C\N(C(C)=O)c2ccccc2)OC1=S
    -3	-6	5	0	-5	2	-3	-2	3
CCOC(=O)c1nc(S(C)(=O)=O)ncc1Cl
    -11	8	4	0	-1	3	15	13	0
O=C(Cn1cc(C(F)(F)F)cc(Cl)c1=O)NCc1ccc(Cl)cc1
    -6	3	-11	0	2	3	5	4	6
Cc1cc(C)nc(NN=CC2=C(N3CCOCC3)/C(=C/c3ccc(Cl)cc3)CC2)n1
    0	-413	.	.	-31	.	22	.	.
CCC(=O)Nc1nnc(SCC(=O)Nc2ccc3c(c2)OCCO3)s1
    1	7	1	-5	3	2	-25	-6	-3
Cc1[nH]ccc(=O)c1OCc1ccccc1
    -3	4	-6	3	2	10	13	6	3
O=C(O)CC1(CC(=O)N2CCC(C(=O)O)CC2)CCCC1
    -2	3	6	0	1	14	11	3	7
CCOC(=O)NC1(C(F)(F)F)C(=O)N(Cc2ccccn2)C2=C1C(=O)CC(C)(C)C2 (stereo not drawn)
    -7	23	1	-2	1	6	-1	-6	9
O=C(c1cccs1)N1CCC(c2nc3c(nnn3Cc3ccccc3)c(=O)[nH]2)CC1
    -2	-5	3	-4	1	1	-17	-3	-11
CCc1nnc(NC(=O)CSc2ccc(-c3nc4ccccc4[nH]3)cn2)s1
    1	-111	-14	-4	1	-17	30	4	12
O=C(NCCCN1CCC(Cc2ccccc2)CC1)C1CCN(S(=O)(=O)N2CCC3(CC2)OCCO3)CC1
    -11	-1	8	0	1	0	-8	8	-3
O=C(NC1CCCC1)c1cc(S(=O)(=O)N2CCCC2)ccc1Cl
    -8	8	-15	4	2	-1	-6	-10	-10
COc1cc(NC(=O)C(C)Oc2ccccc2)cc(OC)c1 (stereo not drawn)
    -1	28	2	0	0	-3	-3	6	5
CCc1cc(=O)oc2cc(C)cc(OC(C)C(=O)NCCCN3CCOCC3)c12 (stereo not drawn)
    -2	-300	17	-1	1	5	-2	11	-3
O=C(CC(=O)c1ccccn1)c1ccccc1
    -7	15	.	.	1	.	-12	.	.

Next part:
Results follow in this order: HKDC1 inh	SENP8 block-2	SENP6 inh	beta cell repl	SENP1 inh	SENP8 block-1	PfGluPho inh	UBC13 polyUb	SENP7 block
Cc1ccc(C(=O)Nn2cnnc2)cc1Cl
    -2	13	-3	-2	2	-6	-1	0	8
COC(=O)c1ccn(C(=O)c2ccc(Cl)cc2)n1
    -9	-283	3	2	-20	0	2	16	1
Cc1c2cnn(CC(=O)N3CCN(c4ncccn4)CC3)c(=O)c2c(C)n1Cc1ccc(F)cc1
    .	.	-1	-1	.	-9	.	-8	-5
CN1CCN(C2=C(Cl)C(=O)C(c3cnc(N4CCCCC4)s3)=C(Cl)C2=O)CC1
    55*	-33	40	-6	-8	21	91*	-18	19
C[C@@H]1CCC2[C@](C)(CO)[C@@H](O)CC[C@]2(C)[C@@]12C[C@](CO)(CC(=O)O)CO2 (stereo partly drawn)
    -7	22	9	1	0	8	21	8	1
O=C(NCc1cn2ccccc2n1)C1CCC(=O)N(Cc2ccccc2F)C1 (stereo not drawn)
    -3	-15	-4	-3	1	-13	-13	0	-11
CC(C(=O)NC1CCCCCC1)N(c1ccccc1)S(C)(=O)=O (stereo not drawn)
    -3	8	-16	-1	3	0	-12	2	-12
CCOC(=O)c1ccc(S(=O)(=O)Nc2cc(S(=O)(=O)Nc3ccc(OC)cc3)ccc2O)cc1
    7	20	-8	-2	3	8	-70	-31	10
CC(C)C(OC(=O)c1ccco1)C(=O)NC1CCCC1 (stereo not drawn)
    -6	-4	27	3	-2	3	1	-3	6
CC(C)=CCC/C(C)=C/COc1ccc2ccc(=O)oc2c1
    1	-168	-15	-4	-9	-16	15	7	5
O=C1/C(=C/c2ccco2)Cc2ccccc21
    11	-34	66*	0	-10	33	0	2	2
COc1ccc(NC(=O)c2ccco2)cc1NC(=O)c1ccco1
    0	8	11	0	1	1	4	3	7
O=C(CCCOc1ccccc1)NC(=S)Nc1ccccc1
    7	2	-7	-5	-2	-4	-12	-5	-5
COc1ccc(CCNCc2c(OC)ccc3ccccc23)cc1OC
    -6	18	-16	-1	-1	-3	7	2	-4
Cc1ccc2nc(SCC(=O)N(C)C3CCS(=O)(=O)C3)[nH]c2c1 (stereo not drawn)
    -6	11	15	3	2	2	5	5	0
NS(=O)(=O)c1ccc(CCNC(=O)c2ccc(S(=O)(=O)N3CCCCC3)cc2)cc1
    1	0	-10	-3	-3	-3	1	-6	-1
CCOC(=O)C(=CNc1ccc(OC)cc1[N+](=O)[O-])C(=O)OCC
    3	27	-6	4	8	-6	16	-23	-2
CC1(C)CC2(CC(c3ccccc3)Oc3cc(O)ccc32)NC(=S)N1 (stereo not drawn)
    6	19	-12	4	1	4	4	10	7
COc1ccc(C(=O)NNC(=O)CSc2nnc(C3CC3)n2C)cc1
    -6	-1	-4	-2	1	2	15	0	8
COc1ccc(-c2[nH]ncc2/C=N\NS(=O)(=O)c2ccccc2)cc1OC
    0	10	-9	-2	0	-1	-2	-2	11

3 structures out of the list, ordered by count of non-hydrogen atoms, highest first:
Results follow in this order: HKDC1 inh	SENP8 block-2	SENP6 inh	beta cell repl	SENP1 inh	SENP8 block-1	PfGluPho inh	UBC13 polyUb	SENP7 block
COc1ccc(-c2[nH]ncc2/C=N\NS(=O)(=O)c2ccccc2)cc1OC
    0	10	-9	-2	0	-1	-2	-2	11
COc1ccc(NC(=O)c2ccco2)cc1NC(=O)c1ccco1
    0	8	11	0	1	1	4	3	7
Cc1ccc2nc(SCC(=O)N(C)C3CCS(=O)(=O)C3)[nH]c2c1 (stereo not drawn)
    -6	11	15	3	2	2	5	5	0

(continued)
Results follow in this order: HKDC1 inh	SENP8 block-2	SENP6 inh	beta cell repl	SENP1 inh	SENP8 block-1	PfGluPho inh	UBC13 polyUb	SENP7 block
COc1ccc(CNC(=S)N/N=C/c2ccncc2)cc1
    -8	-2	-4	-3	2	2	-4	-3	7
Fc1ccccc1N1CCN(CCCc2ccccc2)CC1
    -6	4	17	0	-3	-5	1	-2	-4
Cc1ccc(C)c(S(=O)(=O)Nc2ccc3cn[nH]c3c2)c1
    0	5	-9	0	0	-7	1	-7	-5
CC(C)N(Cc1ccccc1)C(=O)COC(=O)c1cc(S(=O)(=O)N(C)C)ccc1N1CCCC1
    2	9	11	-1	3	3	-6	9	0
CC1(C)Cc2c(c(-c3ccccc3)nc(N3CCOCC3)c2C(N)=O)CO1
    -5	-36	-29	-3	-2	0	-11	8	8

Compound activity deposited in PubChem BioAssay by Sanford-Burnham Center for Chemical Genomics.
